# H9c2 TAG inh = inhibitors of triacylglycerol accumulation, primary screen, cell-based, uHTS, fluorescence, H9c2; H9c2 cells, Nile Red lipid (TAG) fluorescence; cells loaded with 200 µM oleic acid; inhibition, % at 12.5 µM; hit rate 0.66% among 230,000;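 active means pattern-corrected inhibition of lipid staining of at least 50% with the nuclear-stain viability signal not falling by more than 50%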;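 further: 0% = DMSO wells and 100% = triacsin C control wells; some results filed as inactive read as strong as hits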
# H9c2 TAG inh DAPI viability = recorded beside H9c2 TAG inh, whose call it bears; DAPI nuclei signal change (viability), lower = more cytotoxic, %;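 whole-well DAPI fluorescence read on a plate reader as a viability signal; minus 50 percent equals half of cells still viable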
# Starred values were filed as active, the others as inactive; & = joins results of further samples. Only part of the results is shown; rates above refer to the full screens.
SMILES,H9c2 TAG inh,H9c2 TAG inh DAPI viability
COc1ccc2nc(N3C(=O)CNC3=S)sc2c1,7,5
CC1=CC(C)(C)n2c(O)c(N=NC(N)=S)c3c(C)c(C)cc1c32,26,-3
COC(=O)c1ccc(Sc2ccccc2NS(=O)(=O)c2ccc(C)cc2)nc1,11,-6
Cn1c2ccccc2c2c(C(=O)N3CCN(c4ccccc4)CC3)cn(C3CCCC3)c(=O)c21,14,-5
Cc1ccc(NC(=O)N2CCCC2C(=O)Nc2ccc(-n3cnnn3)c(C)c2)cc1 (configuration not stated),-12,12
O=S(=O)(NCCSCc1ccc(Cl)cc1Cl)c1ccc2c(c1)OCCO2,-31,12
CC1(C(=O)Nc2cccc(C#N)c2)CCN1C(=O)C/C=C/c1ccccc1 (configuration not stated),-15,9
O=C(CSc1nnc(-c2cccs2)n1-c1ccccc1)NCc1ccco1,18,-1
Cc1ccccc1CN1CCN(CC(=O)NCc2ccco2)C1=O,12,-9
CN(CC1COc2ccccc2O1)C(=O)CSc1nncs1 (configuration not stated),-6,-1
CCOc1ccc(N(CC(=O)Nc2ccc(Cl)cc2)S(C)(=O)=O)cc1,-4,1
COc1ccccc1CNCCS(=O)(=O)NCc1ccccc1OC,14,5
O=C(O)/C=C/C(=O)NCCC(c1ccccc1)c1ccccc1,0,1
C[C@H](CO)N1C[C@H](C)[C@H](CN(C)C(=O)CCC(F)(F)F)OCc2cnnn2CCCC1=O,1,2
CC(C)(C)OC(=O)N/N=C/c1ccc(N2CCOCC2)s1,5,-9
CC(OC(=O)C1CCN(S(=O)(=O)c2ccc3c(c2)OCCO3)CC1)C(=O)N(C)c1ccccc1 (configuration not stated),-6,-5
CC(OC(=O)c1ccc(-n2cnnn2)cc1)C(=O)N(C)c1ccccc1 (configuration not stated),8,-12
CCOC(=O)[C@H]1[C@H]2COc3ccc(OC)cc3[C@@H]2N2C(=O)CN(Cc3ccccc3)C(=O)[C@@]12C,-6,-3
O=C(NCc1ccccc1)N[C@@H](Cc1c[nH]c2ccccc12)C(=O)O,14,-2
CNC(=O)C[C@H]1C(=O)N(c2ccc(OC)cc2)C[C@@H]1CSC,-2,4
O=C1CC[C@@H](C(=O)O)N1,-5,-1
CCN1C(=O)N[C@@H](c2ccccc2)[C@@H](C(=O)OC)[C@H]1C,-26,0
Cc1cccc(N(C)C(=O)c2cc(S(=O)(=O)N3CCCCC3)c[nH]2)c1,-12,4
CCCCOc1nc(N2CCOCC2)nc(C)c1[N+](=O)[O-],0,3
CCOc1ccc(C(=O)OCCN(C)C)cc1,-8,3

# Entries shown so far containing a carbonyl joined to an NH by a bond outside any ring:
SMILES,H9c2 TAG inh,H9c2 TAG inh DAPI viability
Cc1ccc(NC(=O)N2CCCC2C(=O)Nc2ccc(-n3cnnn3)c(C)c2)cc1 (configuration not stated),-12,12
CC1(C(=O)Nc2cccc(C#N)c2)CCN1C(=O)C/C=C/c1ccccc1 (configuration not stated),-15,9
O=C(CSc1nnc(-c2cccs2)n1-c1ccccc1)NCc1ccco1,18,-1
Cc1ccccc1CN1CCN(CC(=O)NCc2ccco2)C1=O,12,-9
CCOc1ccc(N(CC(=O)Nc2ccc(Cl)cc2)S(C)(=O)=O)cc1,-4,1
O=C(O)/C=C/C(=O)NCCC(c1ccccc1)c1ccccc1,0,1
CC(C)(C)OC(=O)N/N=C/c1ccc(N2CCOCC2)s1,5,-9
O=C(NCc1ccccc1)N[C@@H](Cc1c[nH]c2ccccc12)C(=O)O,14,-2
CNC(=O)C[C@H]1C(=O)N(c2ccc(OC)cc2)C[C@@H]1CSC,-2,4

# Retrieved by compound from the list above (four):
SMILES,H9c2 TAG inh,H9c2 TAG inh DAPI viability
Cc1ccccc1CN1CCN(CC(=O)NCc2ccco2)C1=O,12,-9
O=C1CC[C@@H](C(=O)O)N1,-5,-1
CCOc1ccc(N(CC(=O)Nc2ccc(Cl)cc2)S(C)(=O)=O)cc1,-4,1
O=S(=O)(NCCSCc1ccc(Cl)cc1Cl)c1ccc2c(c1)OCCO2,-31,12

# Continuation.
SMILES,H9c2 TAG inh,H9c2 TAG inh DAPI viability
CCCCCCSc1cccc(-c2nc3ccc(Cl)cn3c2NCCCC)c1,2,4
O=C(CSc1nc2c(cnn2-c2ccc(F)cc2)c(=O)[nH]1)N1N=C(c2cccs2)CC1c1ccc(F)cc1 (configuration not stated),-7,12
COc1ccc(C[C@H]2CN3C(=NC[C@H]3Cc3ccccc3)N2CCNC(=O)CCC2CCCCC2)cc1,8,8
O=C(Nc1cccc2ccccc12)c1csc([C@@H]2O[C@H](CO)[C@@H](O)[C@H]2O)n1,14,-16
COc1ccc(NC(=O)Nc2cccc3c2O[C@H](CN(C)C(=O)NC(C)C)[C@@H](C)CN([C@H](C)CO)C3=O)cc1,-9,-2
COc1ccc(OC)c(-n2c(-c3ccn[nH]3)n[nH]c2=S)c1,7,5
CCCS(=O)(=O)N1CCC(C(=O)N2CCN(Cc3ccccc3)CC2)CC1,22,-5
COc1ccc2c(C)cc(SC3CCOC3=O)nc2c1 (configuration not stated),3,-6
CC(C)(C)c1ccc(C(=O)Oc2ccc3c(c2)OCC3=O)cc1,-12,13
COc1ccc(OC)c(NC(=O)c2ccccc2NC(=O)c2ccco2)c1,2,5
O=C(NN1C(=O)C2CC=C(Cl)CC2C1=O)c1ccncc1 (configuration not stated),4,-3
Cc1cc(NC(=O)c2cc(CC(C)C)on2)no1,16,8
O=C(CO/N=C/c1ccccc1OC(F)F)NCc1ccco1,13,-15
CSCCNC(=O)C1(C)CCN1C(=O)C/C=C/c1ccccc1 (configuration not stated),6,-4
C/C(N)=C(/C#N)C(=O)COC(=O)C1Cc2ccccc2CN1S(C)(=O)=O (configuration not stated),2&-3,-4&11
O=C(COC(=O)CCc1ccc(S(=O)(=O)N2CCOCC2)cc1)NCc1ccc(Cl)cc1,-10,-6
Cc1ccc(S(=O)(=O)N2C[C@H]3n4c(=O)ccc(=O)n4C[C@H](OC(=O)NC4CC4)[C@@]3(O)C2)cc1,-12,13
CC1CCCC(NC(=O)CNC(=S)N(Cc2ccccc2)Cc2cccs2)C1C (configuration not stated),-8,-1
CN(C)CC(c1ccccc1)c1ccccc1,6,0
CC1C(=O)CCC1(C(=O)O)c1ccccc1 (configuration not stated),4,-12
Cc1cccn2c(=O)nc(SCC(=O)NCCc3ccccc3)nc12,-5,4
COc1cccc(N=C2CC(C)(C)CC(=O)/C2=C(/O)c2ccccc2)c1,11,-12
CC(C)[C@H](CO)Nc1nc(NCc2ccc(S(N)(=O)=O)cc2)c2ncn(C(C)C)c2n1,41,-14
CCCCSc1nnc(CCC)n1N,2,6
CCOc1cc(C(N)=O)cc(Br)c1OCc1ccccc1,0,1
# Further results follow:
SMILES,H9c2 TAG inh,H9c2 TAG inh DAPI viability
O=c1ccc(-c2n[nH]c(=S)n2-c2ccc(F)c(Cl)c2)n[nH]1,2,-5
Cc1cccc(C(=O)c2ccccc2C(=O)O)c1,9,-9
Cc1cc(C(O)c2ncc(-c3ccccc3C)[nH]2)ccc1F (configuration not stated),-11,-6
O=C(OCC(=O)N1CCOCC1)c1cc(S(=O)(=O)N2CCOCC2)c(Cl)cc1Cl,8,1
COc1cc(C(=O)Nc2cccc(-c3nc4cc(C)ccc4o3)c2C)cc(OC)c1OC,9,7
COc1ccc(C2NC(=O)N(C)C3=C2C(=O)CC(C)(C)C3)cc1OC (configuration not stated),9,2
CCOCCCNS(=O)(=O)c1ccc2c(c1)CCN2C(C)=O,-23,16
CCCN(C(=O)CSCc1c(C)noc1C)c1c(N)n(Cc2ccccc2)c(=O)[nH]c1=O,-6,6
COc1ccc(-c2ccc3oc(-c4ccc(OC)cc4)c(C#CCO)c3c2)cc1,-36,96
Cc1cccc(NC(=O)c2ccc(C)c(S(=O)(=O)N3CCCCC3)c2)n1,-17,-1
Nn1c(SCC(=O)Nc2nccs2)nnc1-c1ccco1,8,-3
O=C(CCc1ccc(S(=O)(=O)N2CCOCC2)cc1)OCC(=O)c1ccc(Br)cc1,-36,5
CCN(CC(=O)Nc1c(F)cccc1F)C(=O)c1csc2c1CCCC2,3,-3
CCOC(=O)/C(N)=C/c1ncc(C(F)(F)F)cc1Cl,-7,6
Fc1cccc(CN2CCN(c3nc4nonc4nc3NC3CC3)CC2)c1,-5,0
N#CC1(NC(=O)COC(=O)CN2C(=O)c3ccccc3C2=O)CCCCC1,2,-4
COc1ccc(C(CNC(=O)C(CCSC)NC(=O)c2ccccc2Cl)N2CCCC2)cc1 (configuration not stated),21,-4
Nc1ncnc2c1ncn2[C@@H]1O[C@H](COP(=O)(O)OP(=O)(O)OP(=O)(O)O)[C@@H](O)[C@H]1O,-16,6
CC(=O)Nc1ccc(C(=O)c2ccccc2)cc1,11,-8
O=C(C(=O)N1CCN(c2ccccc2)CC1)c1c[nH]c2ccccc12,-11,-3
COC(=O)c1ccc(CSC2=NC[C@@H]3[C@@H]4C(=O)N(C)C(=O)[C@@H]4[C@](Cc4ccccc4)(C(=O)OC)N23)cc1,6,-7
CC(C)CCNCC(O)CON=C1c2ccccc2-c2ccccc21 (configuration not stated),64*,-17*
O=C(CCCN1C(=O)c2cccnc2C1=O)N1CC(=O)N(CCc2ccccc2)C(=O)C1,23,-23
CN1C[C@@H]2C(c3ccc(Cl)nc3)C3(c4cccnc4)CC2(C3)[C@H]1c1ccccc1 (some centres not stated),19,6
Cc1c(N(C(=O)Cc2cccs2)C2(C(=O)NC3CCCC3)CCCCC2)c(=O)n(-c2ccccc2)n1C,4,-1
# Other results
SMILES,H9c2 TAG inh,H9c2 TAG inh DAPI viability
CNC(=O)CCn1nc(-c2ccccc2)c2ccccc2c1=O,0,8
CCN(CC(=O)Nc1c(F)cccc1F)C(=O)c1c(-c2ccccc2Cl)noc1C,16,-2
CC(=O)OCC(=O)NCC(=O)c1c[nH]c2ccccc12,-5,1
Cc1cc2c(c(SCC(=O)NCCc3ccccc3)n1)C(=O)OC2,-12,5
C=CCn1c(C)cc(C(=O)CN2C(=O)c3ccccc3S2(=O)=O)c1C,5,0
Cc1ccc(-c2nnc(-c3cccc(Br)c3)o2)cc1,-15,3
O=C(c1ccco1)N(Cc1nc2ccccc2c(=O)[nH]1)C1CCCC1,2,-10
COc1ccc2c(O)c(-c3c(C)cc(C)cc3C)c(=O)[nH]c2c1,-1,8
CC(C)(CCC(=S)N1CCOCC1)c1ccccc1,7,0
CCOC(=O)C1CCN(C(=O)c2cc(S(=O)(=O)N3CCOCC3)ccc2C)CC1,2,-3
CCCCNC(=O)c1ccc2nc(CC)c(N(CCC(C)C)CCN(C)C)n2c1,12,-7
COc1ccc(-n2ncc3c(N4CCCCC4)ncnc32)cc1,3,-1
COC(=O)C(Cc1ccccc1)NC(=S)NC(=O)c1ccccc1 (configuration not stated),-8,-9
O=C(CN1CCN(Cc2ccc(Cl)cc2)C1=O)NCCCN1CCOCC1,-17,-1
CN(C)n1cnc2ccsc2c1=O,3,4
COCCNC(=O)CCCn1c(=O)c2ccccc2n(CC(=O)NCCC2=CCCCC2)c1=O,-16,9
Cc1nc(C(=O)NCCC(C)C)sc1C1(C)CC(c2ccccc2)=NO1 (configuration not stated),-8,-7
O=C(CSC1=Nc2ccccc2C2=NC(Cc3c[nH]c4ccccc34)C(=O)N12)NC1CCCCC1 (configuration not stated),-1,-11
COC(=O)NCC(c1cccnc1)N1CCN(c2ccccc2OC)CC1 (configuration not stated),2,-10
CC(=O)Nc1cccc(-c2ccnc3c2CC(C(=O)Nc2ccc4c(c2)OCO4)O3)c1 (configuration not stated),39,-34
Cc1cc(C)c2c(NC(N)=S)n[nH]c2n1,11,-1
O=C(NCCCCc1ccccc1)c1cc([N+](=O)[O-])cc([N+](=O)[O-])c1,-6,0
N#CCCN(Cc1ccccc1)C(=O)Nc1ccc(F)cc1,-6,2
O=C(NNC(=S)NCc1ccco1)c1ccc(Cl)s1,-1,2
O/N=C(\c1ccc2c(c1)OCCO2)C1CCCCC1,-18,10
# Additional structures:
SMILES,H9c2 TAG inh,H9c2 TAG inh DAPI viability
O=C(NCCCN1CCN(CCCNC(=O)c2ccc3c(c2)OCO3)CC1)c1ccc2c(c1)OCO2,2,-11
O=C1CC[C@@H](O)CCN1CC[C@H](Sc1ccc(Br)cc1)c1ccccc1,1,-7
CCc1nc2ccccc2c(C(=O)OCC(=O)Nc2ccc(NC(C)=O)cc2)c1C,-10,-2
Cc1nn(Cc2ccc(C(=O)Nc3nccs3)cc2)c(C)c1Cl,-44,6
COC(=O)c1cc(C)sc1NC(=O)CSc1ncccn1,-15,3
CCOC(=O)C1=C(C)Nc2ccccc2N=C1N,2,4
O=S(=O)(NCC1CCCO1)c1ccc(-c2ccc(Cl)cc2)cc1 (configuration not stated),0,-7
CCc1ccc(NC(=O)/C(C#N)=C\c2ccc(OC)c(C(=O)O)c2)cc1,5,0
Clc1ccc(CN2CCCCCCC2)cc1Cl,-21,-1
O=C(Nc1ccc2oc(-c3cccnc3)nc2c1)c1ccc2c(c1)OCCO2,-7,11
COc1ccc(OCC(=O)NCc2nc(-c3ccccc3)no2)cc1,-6,-3
CN(C)CCOC(c1ccccc1)c1ccccc1 (tested in a mixture with another compound),6,11
COc1ccccc1NC(=O)CN1C(=O)NC2(CCCc3ccccc32)C1=O (configuration not stated),38,-5
O=C(NN1CCOCC1)c1ccccc1,-6,10
COc1ccc(-c2csc(C(C)(O)c3cccnc3)n2)cc1 (configuration not stated),-7,-4
Cc1ccc(C(C)NC(=O)c2ccc3c(c2)OCCO3)cc1C (configuration not stated),-8,-9
Cc1cc(C)cc(NC(=S)NCC2CCN(C(C)c3ccccc3)C2)c1 (configuration not stated),-19,13
CNc1cncc(-c2ccc(NS(C)(=O)=O)cc2)n1,25,-24
Cc1ccc2c(c1)C1CN(C)CCC1N2C(=S)Nc1ccc(Cl)cc1Cl (configuration not stated),2,1
Cc1ccc2c(CC(=O)NCCc3ccc(S(N)(=O)=O)cc3)coc2c1,-11,6
CCCCOC(=O)c1ccc(NC(=O)C(CCS(C)(=O)=O)NC(C)=O)cc1 (configuration not stated),-3,8
O=C(Nc1nccs1)C12CC3CC(C1)CC(C(=O)Nc1nccs1)(C3)C2,-25,15
